# Assay outcomes deposited in PubChem BioAssay by several laboratories.
# bCat nuc transl: modulators of beta-catenin nuclear translocation, primary screen, imaging, HeLa cells, immunofluorescence, high-content; 190,000 compounds, 0.3% hits; nuclear translocation activity, % at 5 µM;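 active means nuclear translocation activity above 50% at 5 µM, with a well cell count of 50 or more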;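 further: per-cell ratio of nuclear to cytoplasmic median beta-catenin stain intensity; plate controls were DMSO negative control for no effect and GSK-3 inhibitor IX positive control for full effect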
#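 Signal – beta-catenin immunofluorescence imaging with DAPI · Test system – human HeLa cell line · Dosing – 5 µM primary single dose, 0.1% DMSO, 0.02–20 µM confirmation series · Measure – % activation, nuclear-to-cytoplasmic median beta-catenin signal ratio per cell · Incubation – 24 h compound exposure at 37°C, 5% CO2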
# MT stabilize HCS: microtubule stabilizers in HeLa cells, primary screen, imaging, high-content imaging; HeLa tubulin immunostaining HCS, 24 h; share of cells brighter than vehicle mean+2SD; % tubulin-high responders, % at 10 µM; 200,000 compounds, 0.83% hits; AID 2205, 2009;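 active means plate Z-score above 3 for both tubulin-high and condensed-nucleus cell shares, with cell loss under 80%, at 10 µM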;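 further: anti alpha tubulin signal scored within the nucleus-defined area of each cell; some results filed as inactive read as strong as hits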
# Autophagy mod: autophagy modulators in MEF cells, primary screen, imaging, high-content, MEF GFP-LC3; MEF GFP-LC3 puncta imaging; test concentration mostly 10 µM; calls only at 10 µM (by protocol); 190,000 compounds, 0.98% hits;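 active means percentage of spot-positive cells more than 3 SD above its plate mean, without a fluorescence outlier flag or 80% toxicity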;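 further: spot-positive cell cutoff set from DMSO-treated cells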
# AID2073: inhibitors of Mint1-CaV2.2 protein interaction, biochemical, HTRF (AID 2073); Voltage-dependent N-type calcium channel subunit alpha-1B (Homo sapiens); HTRF protein-protein interaction, Mint1-CaV2.2; higher % means a stronger effect; inhibition, % at 20 µM, or IC50 in µM where a hit was titrated; 290,000 compounds, 0.19% hits; in the data active means inhibition mostly above about 51%, no sharp cut-off; further: some results filed as inactive read as strong as hits
# WT yeast gro inh: growth inhibition of WT strain, primary screen, mitochondrial fusion inhibitor project, WT and mutant strains, chemical genetic | inhibition, % at 10 µM | 190,000 compounds, 2.1% hits | mitochondrial fusion phenotypic screen; in the data active means inhibition above about 58%; tested in S. cerevisiae
# Ins promoter up: insulin promoter activators in MIN6 cells, imaging, high-content screening, mouse beta cells | MIN6 insulin promoter-GFP reporter; hits give high values | z-score at 5 µM | 190,000 compounds, 0.3% hits | AID 1625, 2009;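 active means z-score above 3 at 5 µM with at least 500 cells counted in the well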
# Yfh1-off respiration: enhancers of respiration in Yfh1-depleted yeast, dose response, Friedreich's ataxia, plus single-dose screen (AID 1465); 220,000 compounds, 0.074% hits; fold induction at 50 µM, or EC50 in µM where a hit was titrated; S. cerevisiae Yfh1-off respiration, WST-1 reduction, 72 h; higher fold induction means a stronger effect;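 active means fold induction of absorbance versus untreated yeast above a set limit, then at least 30% activation at any dose in follow-up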;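 further: activators that raise dye reduction in frataxin-depleted yeast; strong numbers were not always called active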
# Dynein cargo inh: inhibitors of GR-EGFP nuclear translocation, primary screen, dynein cargo transport inhibitor project, imaging, high-content, 3617.4 mouse cells | test concentration mostly 20 µM; stimulated with dexamethasone, 1 µM; hits give low values | z-score, hits read low | 220,000 compounds, 0.47% hits | AID 1381, 2008;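 active means plate z-score of nuclear minus cytoplasmic receptor signal below a set negative limit, without overly bright fluorescence or cell loss, cut at about -3.5 in these data, passing the limit was not always enough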;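 further: z-score of nuclear minus cytoplasmic ring GR-EGFP intensity difference per well; some compounds called inactive have numbers as strong as hits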
#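 Buffer or medium: tet-free, stripped-serum medium; reagent: dexamethasone at 1.0 µM final, 30 min; incubation: 48 h induction, 1 h compound, 30 min dex at 37 °C; measured by: formaldehyde fixation, Hoechst nuclear stain, 10x automated fluorescence imaging; read-out: nuclear-to-cytoplasmic GR-EGFP distribution per well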
# HIV peptide binding: inhibitors of HIV fusion peptide binding, primary screen, biochemical, uHTS, fluorescence dequenching (AID 1986); inhibition, % at 20 µM; hits with a dose series show IC50 in µM; 290,000 compounds, 0.3% hits; cell-free peptide binding, fluorescence dequenching, 30 min; higher % means a stronger effect; in the data active means inhibition mostly above about 52%, no sharp cut-off; inactive means mostly below about 76%; further: some results filed as inactive read as strong as hits
# WT yeast gro inh mutant strain: recorded beside WT yeast gro inh, whose call it bears; inhibition, %; mitochondrial fusion phenotypic screen, mutant strain inhibition
# Dynein cargo inh cytoplasmic EGFP: also measured in Dynein cargo inh; calls as there; z-score; measured here: cytoplasmic GR-EGFP intensity; hits give high values
# Dynein cargo inh nuclear GR-EGFP: second read-out of Dynein cargo inh, no call of its own (marks repeat the call); z-score; measured here: nuclear GR-EGFP intensity;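 lower value marks the stronger effect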
# Dynein cargo inh cell count: second read-out of Dynein cargo inh, no call of its own (marks repeat the call); z-score; measured here: cell count per field
# Ins promoter up cell count: recorded beside Ins promoter up, whose call it bears; cell count; measured here: cytotoxicity, nuclei count;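 total cells summed across four imaged fields per well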
# bCat nuc transl cell count 5 µM: also measured in bCat nuc transl; calls as there; cell count; measured here: cell count, cytotoxicity flag
# MT stabilize HCS Hoechst-high %: further read-out of MT stabilize HCS, marked with its call; % Hoechst-high responders; measured here: nuclear condensation Hoechst responders;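 share of cells brighter than vehicle mean plus two SD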
# MT stabilize HCS cytotoxicity %: second read-out of MT stabilize HCS, no call of its own (marks repeat the call); toxicity, %; measured here: cytotoxicity by cell density;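 0% = mean cell density of plate MIN control wells and 100% = no cells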
# Autophagy mod cell loss 18 h: recorded beside Autophagy mod, whose call it bears; toxicity, %; measured here: cell loss, nuclei count;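 cell loss after 18 h compound exposure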
# Numbers without * were called inactive; i = inactive; / = not tested or not shown. Rows are unselected; any-hit rate near 4.2%.
SMILES,bCat nuc transl,bCat nuc transl cell count 5 µM,MT stabilize HCS,MT stabilize HCS Hoechst-high %,MT stabilize HCS cytotoxicity %,Autophagy mod,Autophagy mod cell loss 18 h,AID2073,WT yeast gro inh,WT yeast gro inh mutant strain,Ins promoter up,Ins promoter up cell count,Yfh1-off respiration,Dynein cargo inh,Dynein cargo inh cytoplasmic EGFP,Dynein cargo inh nuclear GR-EGFP,Dynein cargo inh cell count,HIV peptide binding
CC1(C)C(c2cccs2)=[N+]([O-])C2(CCCCC/C2=N\NC(N)=O)N1O (stereo not drawn),/,/,3.5,2.6,10.3,i,-3.2,-4.1%,-5.0,-10.3,0.69,938,i,0.405,-0.169,0.221,0.646,1.4%
CCNC(=S)NCCN1CCOCC1,-0.9,988,4.4,2.1,3.3,i,-2.5,-1.5%,-11.2,-14.3,-0.13,1274,i,0.15,-0.265,-0.121,-0.499,-0.6%
CC(=O)Cc1nsc(NC(=O)c2ccc(-c3cccc(Cl)c3)o2)n1,-1.4,959,13.7*,33.2*,30.7*,i,26.1,13.5%,27.3,-19.1,0.06,1568,i,-0.068,-0.379,0.156,0.69,9.6%
CCN(Cc1cnn(C)c1)Cc1nc(C(c2ccccc2)c2ccccc2)no1,2.3,1083,3.6,2.0,5.8,i,9.0,-12.6%,70.7,71.0,0.05,1469,i,-0.166,0.267,-0.198,0.714,0.9%
COCc1nc2sc3c(c2c(=O)[nH]1)CCCC3,/,/,2.3,3.2,3.7,i,6.1,-9.8%,0.1,-6.6,-0.17,1197,i,-0.278,-0.223,-0.332,0.192,-1.1%
CCc1sc(NS(C)(=O)=O)nc1-c1ccccc1,/,/,2.4,1.6,3.3,i,26.1,8.1%,-3.1,-5.6,0.12,861,i,-0.203,-0.257,0.11,1.33,-1.6%
Cc1nnsc1C(=O)NCc1c(F)cccc1Cl,-5.6,1227,/,/,/,/,/,8.2%,/,/,-0.27,1436,i,-0.471,-0.283,-0.454,0.237,0.4%
COc1ccc(C(=O)CCN2CCN(c3ccccc3OC)CC2)cc1,0.0,994,2.6,1.3,8.9,i,6.1,-20.2%,-20.4,-14.2,-0.22,1540,i,-4.39*,0.909*,-2.29*,1.14*,-0.7%
CSc1nc(N)c(C(=O)Nc2ccc([N+](=O)[O-])cc2)s1,-3.0,1237,/,/,/,/,/,4.3%,/,/,-0.38,1434,i,-0.115,-0.272,-0.0968,0.129,-0.1%
C=CCSc1nc2nc(C)cc(C)n2n1,/,/,5.4,1.7,8.6,i,6.8,3.0%,9.8,13.3,-0.18,1205,i,-0.636,-0.174,0.0441,0.0223,2.8%
CCC(CO)Nc1ncc([N+](=O)[O-])cc1C#N (stereo not drawn),0.4,976,3.1,2.4,4.2,i,-17.3,-5.5%,-8.2,-6.0,-0.28,1400,i,0.036,-0.0289,-0.0306,2.61,-0.1%
O=S(=O)(c1cccc(S(=O)(=O)N2CCCC2)c1)c1cccc(S(=O)(=O)N2CCCC2)c1,0.2,1158,7.9,3.9,1.2,i,-0.5,-9.5%,2.0,13.0,0.63,1103,i,0.414,-0.299,0.262,0.25,1.6%
CC(=O)Nc1ccc(S(=O)(=O)Oc2cccc(N3C(=O)C4CC=CCC4C3=O)c2)cc1 (stereo not drawn),/,/,2.0,2.0,5.5,i,-5.1,1.9%,-3.2,7.4,/,/,i,-1.29,0.059,-0.443,1.14,-1.4%
CCN1CCc2c(C#N)c(N3CCOCC3)nc(NCCO)c2C1,4.6,1136,3.9,2.1,6.8,i,5.1,12.3%,2.5,4.6,0.7,1168,i,0.0239,0.379,0.567,0.0425,2.2%
COC(=O)c1ccc(C2/C(=C(\O)c3ccc4c(c3)OCCO4)C(=O)C(=O)N2CCCN(C)C)cc1 (stereo not drawn),0.7,1123,2.3,1.5,1.1,i,12.3,-2.1%,-4.7,2.0,1.1,1252,i,-1.02,-0.295,-0.21,0.95,1.4%
CCc1cccc(CC)c1NC(=O)CO/N=C(\C)c1cccs1,-4.2,1232,4.5,1.3,8.3,i,16.0,2.6%,16.9,-9.9,1.46,1333,i,-0.901,-0.275,-0.172,1.38,-2.8%
Cc1ccc(C)c(OCC(=O)Nc2cc(C(=O)O)cc(C(=O)O)c2)c1,-0.9,1028,4.6,1.6,4.2,i,20.6,22.0%,0.4,-6.5,-0.01,1294,i,0.486,-0.203,0.584,-1,6.3%
CN1CCN(c2nc(-c3ccccc3)c3cc(Cl)ccc3n2)CC1,0.5,729,2.6,1.1,3.5,i,1.2,3.8%,38.4,33.0,-0.93,839,i,-1.68,0.413,-0.663,0.748,11.5%
CCn1c(SCC(=O)Nc2ccc(N3CCOCC3)c(Cl)c2)nnc1-c1ccc(N)cc1,/,/,1.0,0.7,8.2,i,-0.4,-6.8%,1.6,-0.7,-0.43,916,i,3.56,-0.00409,2.29,-1.36,-1.1%
CCCn1c(/C=C/c2ccccc2)nc2ccccc21,-1.9,1402,3.7,3.0,5.2,i,13.8,7.8%,30.1,36.9,0.14,1623,i,-0.367,-0.0805,0.231,0.79,-1.5%
NC(=O)N/N=C\c1cccs1,0.1,1279,/,/,/,/,/,14.9%,/,/,-0.33,890,i,0.881,0.0835,0.81,-0.257,-0.9%
O=C(Nc1ccccc1)NC1(C(=O)NCCCN2CCOCC2)CCCCC1,0.6,1136,7.3,2.6,6.5,i,-2.2,-2.7%,5.6,1.6,/,/,i,1.11,0.55,0.722,-1.92,2.2%
N/C(=N\OC(=O)CSc1ccccc1)c1cccc([N+](=O)[O-])c1,-2.3,1119,2.6,2.0,3.7,i,3.8,1.5%,35.0,3.8,0.06,1336,i,1.05,0.459,1.66,-2.93,-1.0%
CCCCC(=O)Nc1nnn(CCC)n1,0.4,1000,4.7,1.0,2.4,i,-11.9,9.9%,0.7,6.9,0.29,1293,i,0.024,-0.243,0.186,0.195,-0.1%
CCCc1nnc(SCC(=O)Nc2ccc(OCC)cc2)n1N,-4.4,972,1.9,1.3,8.3,i,-6.4,1.7%,-8.1,6.8,-0.12,988,i,0.211,-0.0409,-0.122,-0.237,1.2%

# Continued, overlapping the part above by 3 compounds.
SMILES,bCat nuc transl,bCat nuc transl cell count 5 µM,MT stabilize HCS,MT stabilize HCS Hoechst-high %,MT stabilize HCS cytotoxicity %,Autophagy mod,Autophagy mod cell loss 18 h,AID2073,WT yeast gro inh,WT yeast gro inh mutant strain,Ins promoter up,Ins promoter up cell count,Yfh1-off respiration,Dynein cargo inh,Dynein cargo inh cytoplasmic EGFP,Dynein cargo inh nuclear GR-EGFP,Dynein cargo inh cell count,HIV peptide binding
N/C(=N\OC(=O)CSc1ccccc1)c1cccc([N+](=O)[O-])c1,-2.3,1119,2.6,2.0,3.7,i,3.8,1.5%,35.0,3.8,0.06,1336,i,1.05,0.459,1.66,-2.93,-1.0%
CCCCC(=O)Nc1nnn(CCC)n1,0.4,1000,4.7,1.0,2.4,i,-11.9,9.9%,0.7,6.9,0.29,1293,i,0.024,-0.243,0.186,0.195,-0.1%
CCCc1nnc(SCC(=O)Nc2ccc(OCC)cc2)n1N,-4.4,972,1.9,1.3,8.3,i,-6.4,1.7%,-8.1,6.8,-0.12,988,i,0.211,-0.0409,-0.122,-0.237,1.2%
CC(Sc1nncn1C)C(=O)Nc1ccc(S(N)(=O)=O)cc1 (stereo not drawn),-0.9,1154,/,/,/,/,/,-5.1%,/,/,0.12,1473,i,-0.596,-0.208,-0.361,0.981,1.0%
COC(=O)c1cc2c(ccn2-c2ccc(F)cc2)n1Cc1ccc(OC(C)=O)cc1,-0.4,1007,1.7,1.6,11.2,i,-8.0,10.1%,-11.7,18.1,-0.29,1402,i,-0.265,-0.21,0.0513,-0.0551,0.2%
O=C(NC1CC1)c1cc(Cl)ccc1[N+](=O)[O-],0.3,1011,1.5,1.0,7.5,i,34.9,13.8%,13.6,-3.8,/,/,i,0.582,-0.276,0.524,-0.839,-0.1%
C=CCNC(=O)c1ccccc1NC(=O)c1ccc(Cl)c(S(=O)(=O)Nc2cc(C)ccc2C)c1,2.3,1421,2.3,1.6,4.9,i,-16.4,-5.3%,-4.8,0.8,0.49,1116,i,-0.0246,0.233,0.537,1.68,-3.7%
COc1ccc(Cc2nnc(N)s2)cc1OC,0.1,485,2.7,1.1,5.8,i,-8.9,-22.8%,-4.8,10.2,/,/,i,-0.715,-0.202,-0.998,0.837,-0.4%
CCOC(=O)c1sc(NC(=O)CN2C(=O)NC3(CCCCCCC3)C2=O)c(C(=O)OCC)c1C,-1.1,1254,/,/,/,/,/,22.8%,/,/,-0.02,986,i,2.11,-0.0989,1.61,-1.33,0.7%
COc1cnn(-c2ccc(C)cc2)c(=O)c1Br,-0.5,1019,1.8,2.2,3.7,i,1.3,0.3%,4.6,1.8,1.12,1205,i,0.21,-0.327,-0.0319,0.584,-2.4%
